Source: PubChem BioAssay (several laboratories)
3CLpro inhibitor = SARS-CoV 3CLpro protease inhibition; 290,000 tested, 0.14% active; recombinant SARS-CoV 3CLpro, quenched FRET peptide cleavage; inhibition, % at 6 µM; AID 1706; P0C6X7; in the data active = inhibition above about 12%
CCHF vOTU inh = blocks the CCHF virus ovarian tumor domain protease. inhibition, % at 11.5 µM. 370,000 tested, 0.55% active. CCHFV vOTU protease, Pep-AMC fluorescence; in the data active = inhibition above about 30%; note: 0% = vehicle wells with enzyme and 100% = no enzyme wells
BoNT A protease = blocks Botulinum neurotoxin A light chain protease; multiplex microsphere protease substrate cleavage, flow cytometry; 360,000 tested, 0.17% active; AID 588499; inhibition, % at 10 µM; note: plate controls were buffer without enzyme for full effect and enzyme alone for no effect
DUSP3 inh = blocks human VHR1 dual specificity phosphatase | recombinant VHR phosphatase, pNPP absorbance | 290,000 tested, 0.52% active | P51452 | AID 1654 | inhibition, % at 13.3 µM; in the data active = inhibition above about 50%; note: some compounds called inactive have numbers as strong as hits
Target sequence (P51452 whole entry, looked up): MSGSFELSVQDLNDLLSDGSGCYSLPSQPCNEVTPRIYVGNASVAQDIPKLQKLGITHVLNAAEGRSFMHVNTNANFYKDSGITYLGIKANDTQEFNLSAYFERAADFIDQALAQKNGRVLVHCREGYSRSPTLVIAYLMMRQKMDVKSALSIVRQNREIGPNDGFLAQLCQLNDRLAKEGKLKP
BoNT-F LC inh = inhibitors of Botulinum neurotoxin F light chain protease; inhibition, % at 10 µM; Multiplex microsphere protease cleavage assay, flow cytometry; AID 588497; 360,000 tested, 0.22% active; in the data active = inhibition above about 35%, passing the limit was not always enough; inconclusive = no clear call, values can overlap the other calls; note: plate controls were buffer without enzyme for full effect and enzyme alone for no effect
Anthrax LF inh2 = blocks Bacillus anthracis lethal factor protease; P15917; multiplex microsphere protease cleavage assay, LF; inhibition, % at 10 µM; 360,000 tested, 0.12% active; note: plate controls were buffer without enzyme for full effect and enzyme alone for no effect
SSB-PriA inh = inhibitors of Klebsiella pneumoniae PriA binding to SSB C-terminal tail. AlphaScreen SSBct-PriA binding, biotinylated peptide. inhibition, % at 33 µM. 430,000 tested, 0.6% active. AID 1272365; in the data active = inhibition mostly above about 37%, no sharp cut-off; inactive = mostly below about 20%;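 note: plate controls were negative control peptide for no effect and reference peptide for full effect; strong numbers were not always called active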
MazEF act = MazEF (E. coli) toxin RNase activation; FAM/BHQ RNA-DNA oligo cleavage fluorescence, 5 h; activation, % at 20 µM; 350,000 tested, 0.32% active; AID 504720; in the data active = activation above about 50%
Target sequence (P0AE70 whole entry, looked up): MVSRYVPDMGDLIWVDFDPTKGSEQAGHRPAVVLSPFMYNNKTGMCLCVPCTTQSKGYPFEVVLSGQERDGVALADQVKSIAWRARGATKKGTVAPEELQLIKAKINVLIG
PrPC TRFRET = reduces human prion protein on the cell surface; P04156; cell surface PrPC, TR-FRET read-out; inhibition, % at 13.8 µM; 370,000 tested, 0.43% active; AID 720596; in the data active = inhibition above about 24%; note: 0% = median of the test wells and 100% = reference compound wells
Rv3671c protease = Rv3671c (M. tuberculosis) protease inhibition; P9WHR9; 320,000 tested, 0.048% active; inhibition, % at 5.96 µM; AID 2606; in the data active = inhibition above about 38%;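 note: extracellular domain of Rv3671c used as enzyme; 0% = enzyme with DMSO and 100% = no enzyme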
Target sequence (P9WHR9 whole entry, looked up, the tested form may be a part): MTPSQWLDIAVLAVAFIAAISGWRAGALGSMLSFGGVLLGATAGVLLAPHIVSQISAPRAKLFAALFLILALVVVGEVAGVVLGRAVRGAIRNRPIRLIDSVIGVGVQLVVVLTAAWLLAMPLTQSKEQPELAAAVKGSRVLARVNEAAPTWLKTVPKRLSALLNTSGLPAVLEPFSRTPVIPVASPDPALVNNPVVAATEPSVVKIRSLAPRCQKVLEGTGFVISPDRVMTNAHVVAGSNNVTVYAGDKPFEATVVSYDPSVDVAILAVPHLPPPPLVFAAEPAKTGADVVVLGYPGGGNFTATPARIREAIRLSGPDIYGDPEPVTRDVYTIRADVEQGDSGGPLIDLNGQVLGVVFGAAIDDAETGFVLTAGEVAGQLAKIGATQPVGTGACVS
Active calls of the source: *; i = inactive; ? = inconclusive; / = no result given; & = joins results of further samples. Cut-off read from the data, not from the text of the source, unless noted: active = inhibition above about 30%; inconclusive = no clear call, values can overlap the other calls; inactive = below that.

SMILES | 3CLpro inhibitor | CCHF vOTU inh | BoNT A protease | DUSP3 inh | BoNT-F LC inh | Anthrax LF inh2 | SSB-PriA inh | MazEF act | PrPC TRFRET | Rv3671c protease
Cc1sc2nc(SCC(=O)O)[nH]c(=O)c2c1C | 0 | 2 | -0.4 | 6 | -1 | -6 | -12 | 5 | 12 | -1
C=CCOc1cccc(C(=O)Nc2ncn[nH]2)c1 | -6 | -13 | -3.1 | 5 | -32 | 4 | -7 | 4 | 5 | 2
CCCc1cc(=O)[nH]c(SCCN2C(=O)c3ccccc3C2=O)n1 | 5 | 0 | -1.1 | 30 | 2 | -3 | -16 | 1 | 5 | -4
O=C(O)Cc1ccc2oc(-c3cccnc3)nc2c1 | 1 | 9 | -0.5 | 32 | -4 | 2 | -26 | 0 | -11 | 0
Cc1csc(NC(=O)C2CCCCC2)n1 | -4 | / | 0.1 | 19 | ? | -8 | -14 | 14 | / | 2
C#CC1(N2CCCCC2)CCCCC1 | / | 5 | 0.4 | / | -1 | 5 | / | 2 | 9 | /
O=C(Nc1ccc(Cl)cc1F)C1CC1 | 4 | 16 | -0.2 | -7 | -2 | 0 | -8 | 7 | -4 | -12
CCCN1CCC(NC(=O)Nc2ccc([N+](=O)[O-])cc2)CC1 | 0 | 4 | 0.7 | 5 | 10 | -2 | 5 | -1 | -17 | 8
O=C(CNC(=O)c1ccco1)N/N=C/c1ccc(O)c([N+](=O)[O-])c1 | -1 | 2 | -0.6 | -8 | -7 | -2 | / | 8 | -2 | -3
O=C(CN1CCN(c2ncc(C(F)(F)F)cc2Cl)CC1)N1CCN(c2ncc(C(F)(F)F)cc2Cl)CC1 | 1 | 13 | -0.7 | -15 | -18 | -6 | 2 | -17 | -12 | -1
O=C(c1ccccc1)N1CCN(C(=O)c2ccncc2)CC1 | -3 | 11 | 0.3 | / | -2 | 0 | -7 | 6 | 1 | -3
CC(=O)/C=N/Nc1ccccc1 | -3 | -10 | -0.6 | 25 | -6 | -4 | / | -8 | 0 | 0
CN(C)c1ccnc(-n2cccc2/C=N/O)c1C#N | 5 | 16 | -0.5 | 8 | 4 | -4 | / | 4 | 2 | -6
CC(=O)Nc1ccc(C(=O)N2CCCCC2c2cc(C(=O)Nc3ccccc3)no2)cc1 (centres undefined) | / | -4 | -0.1 | / | -2 | -1 | / | / | 7 | /
CC(=O)c1ccc(Oc2cc(C)nc(NCc3ccccc3)n2)cc1 | 3 | 3 | -1.2 | 14 | -4 | -9 | 5 | 7 | 7 | 2
COc1cc(NC(=O)C2CCCN(S(=O)(=O)c3ccc4[nH]c(=O)ccc4c3)C2)cc(OC)c1 (centres undefined) | -1 | -13 | -2.1 | -27 | -6 | -2 | -16 | 19 | 4 | -47
CC(C)(C)OC(=O)CNC(=O)c1[nH]cnc1C(=O)N[C@@H](CCCCNC(=O)OC(C)(C)C)C(=O)OC(C)(C)C | / | 23 | 0.1 | 0 | -8 | -5 | 3 | 15 | 4 | -7
COc1cc(NC(=O)CCS(=O)(=O)c2ccc3c(c2)oc(=O)n3C)cc(OC)c1OC | 4 | 5 | -0.3 | -18 | 0 | 2 | -4 | 12 | -5 | 0
Cc1oc2c(c1C(=O)NC(Cc1c[nH]c3ccccc13)C(=O)O)CCCC2 (centres undefined) | 3 | 5 | -1.4 | 6 | 0 | -4 | 1 | -2 | 3 | -1
CCN(CC)c1ccc(C(=S)NC2CCCCC2)cc1 | -5 | 5 | 0.3 | 5 | -2 | 0 | 4 | 6 | 7 | 5
CCOc1ccc(NC(=O)Cn2cc(C(=O)C3CC3)c3ccccc32)cc1 | -2 | 4 | 1.9 | 7 | -9 | 2 | -1 | 2 | 4 | -1
c1ccc(COc2ccccc2CNCc2cccnc2)cc1 | -2 | -7 | 1.1 | 27 | 0 | -5 | -11 | -2 | -1 | -2
COc1ccc(NC(C)=O)cc1NC(C)C(=O)Nc1cccc(S(=O)(=O)N2CCOCC2)c1 (centres undefined) | / | 15 | 0.0 | / | -6 | 7 | -1 | 3 | 0 | 0
N=c1c2ccccc2nnn1-c1ccc(C(F)(F)F)cc1 | -1 | 8 | 0.1 | -7 | 4 | -1 | -10 | -16 | -2 | -29

Given in CSV form: entries from further up
compound,3CLpro inhibitor,CCHF vOTU inh,BoNT A protease,DUSP3 inh,BoNT-F LC inh,Anthrax LF inh2,SSB-PriA inh,MazEF act,PrPC TRFRET,Rv3671c protease
CCCc1cc(=O)[nH]c(SCCN2C(=O)c3ccccc3C2=O)n1,5,0,-1.1,30,2,-3,-16,1,5,-4
O=C(O)Cc1ccc2oc(-c3cccnc3)nc2c1,1,9,-0.5,32,-4,2,-26,0,-11,0
Cc1csc(NC(=O)C2CCCCC2)n1,-4,/,0.1,19,?,-8,-14,14,/,2
C#CC1(N2CCCCC2)CCCCC1,/,5,0.4,/,-1,5,/,2,9,/
O=C(Nc1ccc(Cl)cc1F)C1CC1,4,16,-0.2,-7,-2,0,-8,7,-4,-12
CCCN1CCC(NC(=O)Nc2ccc([N+](=O)[O-])cc2)CC1,0,4,0.7,5,10,-2,5,-1,-17,8
O=C(CNC(=O)c1ccco1)N/N=C/c1ccc(O)c([N+](=O)[O-])c1,-1,2,-0.6,-8,-7,-2,/,8,-2,-3
O=C(CN1CCN(c2ncc(C(F)(F)F)cc2Cl)CC1)N1CCN(c2ncc(C(F)(F)F)cc2Cl)CC1,1,13,-0.7,-15,-18,-6,2,-17,-12,-1
O=C(c1ccccc1)N1CCN(C(=O)c2ccncc2)CC1,-3,11,0.3,/,-2,0,-7,6,1,-3
CC(=O)/C=N/Nc1ccccc1,-3,-10,-0.6,25,-6,-4,/,-8,0,0
CN(C)c1ccnc(-n2cccc2/C=N/O)c1C#N,5,16,-0.5,8,4,-4,/,4,2,-6
CC(=O)Nc1ccc(C(=O)N2CCCCC2c2cc(C(=O)Nc3ccccc3)no2)cc1 (centres undefined),/,-4,-0.1,/,-2,-1,/,/,7,/

Carrying on.
SMILES | 3CLpro inhibitor | CCHF vOTU inh | BoNT A protease | DUSP3 inh | BoNT-F LC inh | Anthrax LF inh2 | SSB-PriA inh | MazEF act | PrPC TRFRET | Rv3671c protease
CC(=O)Nc1ccc(C(=O)Nc2ccc3c(c2)OCO3)cc1 | -2 | -1 | 2.5 | 21 | -4 | -4 | 6 | 0 | 7 | 6
Nc1cc([N+](=O)[O-])cc2oc(-c3ccccc3)cc12 | 3 | 32* | 20 | 32 | 30 | 7 | -13 | 15 | -27 | 34
CCc1cc(=O)[nH]c(SCc2cccc3ccccc23)n1 | 4 | / | 3.0 | 14 | 2 | 2 | 6 | -7 | / | -7
COc1cc2oc(=O)cc(-c3ccc(-c4ccc(N(C)C)cc4)cc3)c2c(OC)c1OC | / | 7 | -0.4 | / | 2 | 1 | -9 | -22 | 0 | /
O=c1oc2ccccc2c(NCc2ccc(Cl)cc2)c1[N+](=O)[O-] | 2 | -9 | -1.4 | 20 | -17 | -4 | -1 | 5 | 8 | 20
CC1(C(=O)N2CC3(CC(c4cccc(NC(=O)COc5ccc(Cl)cc5)c4)=NO3)C[C@@H]2C(N)=O)CC1 (some centres undefined) | / | -11 | -0.1 | 4 | -6 | -4 | 3 | 6 | 4 | 20
O=c1c2cc(Cl)ccc2nc(-c2ccccc2Cl)n1O | 2 | 7 | 0.6 | 17 | -6 | 1 | -8 | 14 | 6 | -9
CC(=O)Nc1nc(C)c(-c2csc(Nc3ccccn3)n2)s1 | -1&-2 | 10&8 | -0.9&0.4 | 17&30 | 4&-6 | -4&-3 | -2 | 13&13 | -3&-8 | -13&7
CN(Cc1ncc[nH]1)C(=O)c1cc(COc2c(F)cccc2F)on1 | -5 | 15 | -0.5 | 17 | -1 | -3 | -9 | -29 | 3 | 5
CC(C(=O)NC(C)(C)C)N(C(=O)CS(=O)CC(=O)Nc1ccc(F)cc1)c1ccccc1F (centres undefined) | 3 | 6 | -0.5 | 32 | 1 | -7 | -10 | 0 | 0 | 5
Clc1ccc(/C=N/N2CCCCC2)cc1 | -6 | 6 | ? | -31 | ? | -11 | i | 4 | 2 | -8
CC(C)OC(=O)C[N+](C)(C)CCN1C(=O)C2C(c3ccccc3)C=CC(c3ccccc3)C2C1=O (centres undefined) | 1 | 5 | 0.7 | -2 | -6 | -2 | -2 | 1 | -6 | 6
COc1cc2sc(NC(=O)c3ccco3)nc2cc1Cl | -6 | 0 | -2.3 | / | -12 | -1 | -7 | -8 | -4 | -4
OCc1ccccc1CN1CCCCCC1 | / | -5 | -7.9 | / | ? | -19 | 2 | 7 | 1 | 0
N/C(Cc1cccs1)=N\OC(=O)COc1ccc(Cl)cc1Cl | 3 | 7 | 0.0 | 43 | -8 | -2 | / | -8 | 4 | -1
COc1ccc2cc(C3=CCCCC3)ncc2c1 | / | -31 | -1.4 | / | -15 | -2 | -7 | -2 | -5 | 9
COc1ccc2nc(N3CCC(C)CC3)c(C#N)cc2c1 | -5 | -9 | 17 | -2 | -4 | 3 | -12 | 2 | -7 | -50
O=c1oc2ccc(C#CC3(O)CCCCC3)cc2cc1-n1cc(-c2ccsc2)nn1 | / | -17 | 0.2 | / | -3 | -3 | -1 | 2 | 4 | -12
CCOc1ccc(N(CC(=O)NCCOc2ccccc2OC)S(=O)(=O)c2ccccc2)cc1 | -1 | 24 | -1.5 | -15 | -8 | 0 | 15 | 0 | 3 | -13
CCC(Cc1ccccc1)NC(=O)/C=C/c1ccco1 (centres undefined) | 2 | -1 | -3.0 | 8 | 10 | -13 | -10 | 11 | -3 | 8
CCOCCCNC(=O)CNC(=S)N(Cc1ccccc1F)C1CCCCC1 | 2 | -5 | -0.3 | -1 | -8 | 2 | -2 | 0 | 0 | 6
COC(=O)c1ccc(/C=N/OCC(=O)Nc2cc(F)ccc2F)cc1 | -3 | -10 | -0.5 | 41 | -6 | -4 | / | 8 | -5 | -1
COC(=O)c1ccc(NC(=O)c2ccc[n+]([O-])c2)cc1 | 0 | -1 | 0.6 | -10 | -4 | -2 | 2 | 9 | -5 | 5
COc1cccc(CN(C)C(=O)c2ccc(COc3ccc(Cl)cc3)cc2)c1OC | -1 | 1 | -0.5 | 58* | -3 | -18 | -40 | -8 | -1 | -5
O=C(Nc1ccc2ccccc2n1)c1ccccc1Br | 2 | 10 | -1.9 | 15 | 2 | -1 | 1 | 11 | 5 | -14
CC(C)(Oc1ccc(Cl)cc1)C(=O)NNC(=O)c1ccc(Br)o1 | 0 | 13 | 3.5 | 6 | 7 | -1 | 13 | 4 | -2 | /
O=C(Nc1ccccc1)C1C(c2ccccc2)C1(Cl)Cl (centres undefined) | -7 | -8 | -5.9 | 32 | -18 | -20 | -50 | 1 | -10 | 7
CC(Sc1nncs1)C(=O)Nc1ccc(S(=O)(=O)Nc2ncccn2)cc1 (centres undefined) | / | 14 | 2.2 | / | -2 | -8 | -8 | 8 | -6 | 10
O=C(O)c1[nH]c(-c2ccccc2)c2c1C(=O)N(C1CC1)C2=O | / | 4 | -0.8 | / | -3 | 0 | / | / | -9 | /

The list is partial, so the mix of outcomes need not match the whole.
